High-throughput results deposited in PubChem by Sanford-Burnham Center for Chemical Genomics.
APJ agonist – APJ receptor agonism; CHO-K1 APJ PathHunter beta-arrestin, luminescence; 0% DMSO wells, 100% apelin; activation, % at 20 µM; 0.11% of 330,000 active; AID 2520;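 active = activation more than six SD over the plate average, tested at 20 µM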;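 also: 0% = DMSO alone and 100% = apelin-13 at 10 nM; some results filed as inactive read as strong as hits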
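Incubation: overnight seeding, 90 min compound at 25 °C, 1 h detection; test system: PathHunter CHO-K1 APJ (AGTRL-1) beta-arrestin reporter cells; amount: 1000 cells/well; doses: one dose, 20 µM compound, 1% DMSO; measured by: beta-gal luminescence; measure: agonist-driven arrestin binding to APJ; benchmarks: negative DMSO alone, positive Apelin-13 at 10 nM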
tim23-1 inh – growth inhibitors of tim23-1 mutant yeast; 1.3% of 330,000 active; AID 463212; S. cerevisiae tim23-1 growth, BacTiter-Glo luminescence, 24 h; inhibition, % at 20 µM;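 active = growth inhibition of the mutant yeast at or above 50%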;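 also: temperature-sensitive mutant grown at 25 °C; plate controls were DMSO-treated mutant yeast for no effect and medium wells lacking yeast for full effect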
UPR XBP1 act – activators of adaptive arm of unfolded protein response (XBP1) | CHO-XBP1 luciferase reporter, IRE1-XBP1 UPR activation, luminescence; percent of tunicamycin response, DMSO as zero | 0.33% of 330,000 active | activation, % at 20 µM | AID 463104;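 active = versus positive control, 20 µM dose yields 30% or more activation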;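 also: 100% = tunicamycin at 10 µg/mL and 0% = DMSO only wells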
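Material: CHO-XBP1 cells stably carrying IRE1-XBP1-driven luciferase reporter / Amount: 1000 cells per well / Compound: 20 µM, 1% DMSO / Times: 6 h treatment, 37 °C / Detection: luciferase luminescence / Measure: % activation of reporter signal versus tunicamycin and DMSO controls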
CXCR6 block – blocks human CXCR6 beta-arrestin recruitment; O00574; CHO-K1 PathHunter CXCR6 beta-arrestin, luminescence; inhibition, % at 20 µM; 0.36% of 360,000 active; in the data active = inhibition above about 34%, passing the limit was not always enough;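 also: antagonist mode with CXCL16 agonist at 10 nM final; 0% = 10 nM CXCL16 with DMSO and 100% = unstimulated wells without agonist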
Target sequence (O00574 whole entry, looked up): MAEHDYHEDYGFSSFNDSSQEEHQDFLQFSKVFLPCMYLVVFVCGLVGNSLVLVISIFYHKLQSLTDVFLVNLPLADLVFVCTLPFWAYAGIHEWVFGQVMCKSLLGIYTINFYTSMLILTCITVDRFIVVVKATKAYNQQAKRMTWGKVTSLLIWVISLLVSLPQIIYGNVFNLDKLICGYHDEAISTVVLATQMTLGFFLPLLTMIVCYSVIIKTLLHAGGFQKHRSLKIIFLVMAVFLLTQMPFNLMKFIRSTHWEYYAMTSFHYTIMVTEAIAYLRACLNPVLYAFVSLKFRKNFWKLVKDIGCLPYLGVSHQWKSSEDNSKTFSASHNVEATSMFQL
CCR6 antag – blocks CCL20-driven beta-arrestin recruitment at human CCR6 | P51684 | CHO-K1 CCR6 PathHunter beta-arrestin, luminescence, CCL20-stimulated | inhibition, % at 20 µM | 0.49% of 340,000 active;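 active = compounds whose inhibition of the agonist-driven luminescence signal at 20 µM reaches about 50%, limit read from the data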;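 also: cells stimulated with CCL20 at 14 nM final; plate controls were DMSO with CCL20 for no effect and DMSO without agonist for full effect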
Target sequence (P51684 whole entry, looked up): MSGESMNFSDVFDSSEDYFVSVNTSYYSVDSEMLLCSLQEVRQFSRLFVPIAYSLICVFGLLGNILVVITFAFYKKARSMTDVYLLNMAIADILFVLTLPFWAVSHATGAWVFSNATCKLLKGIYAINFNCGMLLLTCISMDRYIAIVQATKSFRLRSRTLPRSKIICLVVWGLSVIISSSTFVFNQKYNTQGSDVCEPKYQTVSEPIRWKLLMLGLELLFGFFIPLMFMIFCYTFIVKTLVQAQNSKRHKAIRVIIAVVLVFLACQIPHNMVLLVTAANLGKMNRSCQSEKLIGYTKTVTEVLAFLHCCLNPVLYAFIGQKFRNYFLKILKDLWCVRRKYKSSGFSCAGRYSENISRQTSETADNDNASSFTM
Mdm2-MdmX inh – inhibitors of human Mdm2/MdmX interaction. O15151+Q00987. SaOS-2 split-luciferase Mdm2/MdmX complementation, luminescence. inhibition, % at 8 µM. 3% of 330,000 active. AID 485346;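 active = inhibition of at least 50% at 8 µM in the primary screen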
APJ antagonist – antagonists of human APJ apelin receptor | P35414 | 0.32% of 330,000 active | inhibition, % at 20 µM | AID 2521 | CHO-K1 APJ beta-arrestin complementation, luminescence;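 active = inhibition above about 40% at 20 µM, limit read from the data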;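 also: cells challenged with 10 nM apelin-13 agonist together with compound; plate controls were apelin-13 plus DMSO wells for no effect and DMSO wells lacking apelin-13 for full effect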
EBI2 block – EBI2 (human) antagonism; inhibition, % at 5 µM; P32249; EBI2 beta-arrestin recruitment, luminescence, 7a,25-OHC stimulated; 0.81% of 360,000 active; in the data active = inhibition above about 38%;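 also: enzyme fragment complementation signal reports receptor beta-arrestin coupling in cells; 0% = agonist plus DMSO wells and 100% = wells without agonist; some results beyond the cut were filed as inactive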
Target sequence (P32249 whole entry, looked up, the tested form may be a part): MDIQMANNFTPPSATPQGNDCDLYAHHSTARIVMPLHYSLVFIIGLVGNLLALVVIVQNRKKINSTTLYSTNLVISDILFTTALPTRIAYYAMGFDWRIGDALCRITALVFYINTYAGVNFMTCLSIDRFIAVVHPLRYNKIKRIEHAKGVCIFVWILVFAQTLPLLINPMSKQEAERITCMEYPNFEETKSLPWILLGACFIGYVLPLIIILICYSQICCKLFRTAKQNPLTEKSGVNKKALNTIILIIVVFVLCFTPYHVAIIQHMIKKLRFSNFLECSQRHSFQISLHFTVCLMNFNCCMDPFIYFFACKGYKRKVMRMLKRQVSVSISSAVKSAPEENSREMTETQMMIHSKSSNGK
UPR CHOP act – activators of apoptotic arm of unfolded protein response (CHOP); CHO-CHOP luciferase reporter, UPR activation, luminescence; percent of tunicamycin response over DMSO baseline; activation, % at 10 µM; 0.34% of 330,000 active; AID 449763;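 active = at 10 µM dose, activation of 40% or more, normalized to positive control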;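 also: 100% = tunicamycin at 10 µg/mL and 0% = DMSO alone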
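Test system: CHO CHOP reporter cells. Input: 500 CHO-CHOP cells per well. Medium: F12 with 10% FBS. Technique: luciferase luminescence. Measure: percent activation relative to tunicamycin control. Dosing: 10 µM compound, 0.5% DMSO. Timing: 16-18 h cell attachment, then 6 h compound exposure, 37 °C.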
* hit, by the source's call; . = no result given. Only part of the results is shown; the hit share may differ from the screen's.

The line under a structure holds: UPR CHOP act	tim23-1 inh	Mdm2-MdmX inh	EBI2 block	APJ agonist	UPR XBP1 act	APJ antagonist	CCR6 antag	CXCR6 block
1	CCCC(O)(CCC)C(=O)NNc1ccc(C)cc1
    -1.6	16.9	-3.5	-6.9	-5.0	-0.8	22.6	17.6	4.5
2	CN(C(=O)CCc1nc2ccccc2s1)c1ccccc1
    3.8	21.4	31.8	-8.3	-1.0	-1.9	18.7	20.0	-0.9
3	CCOC(=O)c1ccc2[nH]c(C)c(C)c2c1
    3.0	25.4	-51.9	0.9	-1.8	-0.9	8.2	-0.2	-4.6
4	CC(=O)c1c(C)[nH]c(C(=O)CN2C(=O)NC(C)(c3ccc(C)cc3)C2=O)c1C (stereo unspecified)
    -1.3	7.2	-0.5	0.3	-4.7	0.4	8.8	-0.5	-0.3
5	Cc1ccccc1OCCN1C(=O)NC2(CCCc3ccccc32)C1=O (stereo unspecified)
    -0.6	15.9	9.1	7.1	1.2	-0.3	-21.2	24.8	-1.0
6	CN(C(=O)CSc1nnnn1-c1ccc(O)cc1)C1CCCCC1
    1.1	1.3	12.4	3.4	-4.0	2.6	-5.1	6.2	0.4
7	COc1cccc(Nc2nc(-c3sc(N)nc3C)cs2)c1
    9.1	23.3	-31.3	2.1	-0.4	0.0	-33.6	6.4	-7.4
8	COc1ccccc1NS(=O)(=O)c1ccc(Br)s1
    1.2	32.3	27.3	2.7	-4.8	1.9	7.3	1.6	7.8
9	COc1ccc(SCC(=O)c2cc(C)c(OC(=S)N(C)C)c(C)c2)cc1
    4.5	26.1	-50.9	15.5	0.8	-0.5	7.6	10.4	-9.7
10	COc1ccc(C2=NOC(C(=O)NCc3ccc(F)cc3)C2)cc1OC (stereo unspecified)
    -0.4	1.8	44.2	-10.1	-4.0	7.4	-15.1	14.2	-4.4
11	C=CCSC1=C(C#N)C(c2ccccc2OCC)CC(=O)N1 (stereo unspecified)
    -0.9	9.0	5.2	4.9	-1.3	0.5	21.5	24.8	1.9
12	Cc1nc2cnccc2n1C
    -1.6	-2.1	-10.0	0.4	0.3	-0.3	-0.4	-1.4	3.6
13	O=C1CC(c2ccc(O)cc2)Oc2cc(O)ccc21 (stereo unspecified)
    2.2	-17.9	-27.6	2.1	-4.9	-0.8	-30.0	6.8	-0.9
14	Cc1nc2c(-c3ccc(Cl)cc3)cnn2c(N)c1-c1ccc(F)cc1
    -3.4	27.8	87.6*	-11.3	-4.3	-5.4	-10.6	-20.1	-7.1
15	COc1ccccc1C(=O)Nc1cccc(NC(=O)c2ccccc2OC)n1
    3.1	-4.4	20.4	-5.4	-0.3	0.2	1.5	-14.7	-4.1
16	COCCSc1ccccc1C(=O)Nc1ccc(Cl)cn1
    -2.4	27.7	26.2	8.3	-4.0	1.1	-10.1	-1.9	-2.3
17	CC(CCCN(C)C)C(Cc1ccccc1)c1ccccc1 (stereo unspecified)
    1.4	21.4	28.8	-11.1	3.1	0.3	-19.0	1.2	-4.7
18	CN(C)S(=O)(=O)c1ccc(/C(O)=C2/C(=O)C(=O)N(CCCN3CCOCC3)C2c2ccncc2)cc1 (stereo unspecified)
    0.4	2.2	-4.9	-5.6	0.5	-1.4	10.1	-4.3	4.3
19	O=[N+]([O-])c1ccc(S(=O)(=O)N/N=C/c2ccc3c(c2)OCO3)cc1
    4.5	-3.8	6.9	-0.9	-3.4	-5.7	-38.2	6.0	-0.8
20	Cc1cc(C)c(NC(=O)COC(=O)Cc2cccs2)c(C)c1
    0.3	-8.0	13.7	-13.7	-5.5	-0.9	-10.2	4.9	0.9
21	C=CCn1c(SCN2C(=O)c3ccccc3C2=O)nc2ccc(Cl)cc2c1=O
    4.7	-16.1	22.7	-6.0	1.2	-0.7	4.1	19.5	-6.8
22	Cc1cccc(-c2cc(C(=O)NCc3ccccn3)c3ccccc3n2)c1
    3.9	21.2	-16.8	3.6	-3.0	-0.6	2.1	2.1	4.8
23	COCCNC(=O)C(=O)N/N=C/c1cccs1
    0.2	-3.7	17.5	-7.3	-3.2	-1.4	8.9	2.0	6.7
24	O=C(Nc1ccccc1)C1CCCCN1S(=O)(=O)c1ccccc1 (stereo unspecified)
    -0.8	19.3	10.3	-6.0	-2.1	-2.6	-11.7	11.0	5.2
25	O=C(NCc1ccccn1)c1ccccc1-c1ccccc1
    -0.2	-2.6	15.6	-8.9	-2.5	-0.5	-0.6	12.4	5.6
26	CCc1ccc(N2CC(C(=O)Nc3ccc(S(=O)(=O)Nc4ncccn4)cc3)CC2=O)cc1 (stereo unspecified)
    1.3	-1.5	-11.1	2.5	1.3	-3.4	3.8	11.2	3.9
27	CC1CCCCC12NC(=O)N(CC(=O)N1CCN(Cc3ccc(C#N)cc3)CC1)C2=O (stereo unspecified)
    1.7	-20.1	29.5	-7.5	-3.2	-2.1	2.9	2.8	-4.2
28	CC(=O)c1cn(CC(=O)NCc2cccnc2)c2ccccc12
    -1.8	0.6	5.0	-7.6	-0.3	-2.2	-5.9	-0.3	-8.1
29	O=c1c2c(nc3n1CCCCC3)sc1c(O)cccc12
    0.9	19.8	-59.4	5.3	3.4	4.9	-12.0	-5.8	1.9
30	COc1cc(CNc2ccccc2)c([N+](=O)[O-])cc1OC
    0.2	25.1	-7.4	-10.0	0.7	4.4	-44.0	-13.9	-17.4
31	NC1=NC(=Nc2ccc(Br)cc2)c2ccccc21
    7.9	36.8	36.3	1.2	-1.1	3.1	25.6	18.1	-2.5
32	COc1ccc(/C=C/C(=O)NC(=S)NNC(=O)c2ccco2)cc1
    -0.2	-19.1	48.9	7.6	-4.1	-1.2	17.4	25.5	14.2
33	Cc1ccc(CNC(=O)CN2CCCC(C)C2)cc1 (stereo unspecified)
    -0.5	0.9	1.2	2.5	-5.5	0.5	-9.2	-0.9	1.0
34	COC(=O)c1[nH]c2ccc(Br)cc2c1NC(=O)C(C)N1CCN(C2CCCCC2)CC1 (stereo unspecified)
    4.2	2.8	95.8*	8.8	3.2	2.8	17.6	22.2	6.7
35	COc1cc(/C=C2/SC(=O)N(CC(=O)N3CCCC3)C2=O)ccc1Oc1ccc([N+](=O)[O-])cn1
    2.6	19.9	4.2	-1.4	12.0	-7.6	-13.2	-5.2	-11.2
36	COc1ccc(CCNC(=O)[C@H](CC(C)C)NC(=O)N2CCn3c2nc2ccccc23)cc1OC
    0.9	6.4	12.3	-3.9	0.6	-5.0	2.4	21.1	4.1
37	CCCc1cc(C(=O)NNC(=S)Nc2cccc(C)c2)cs1
    3.4	40.7	-32.1	-4.9	-4.1	0.4	17.3	36.0	12.0
38	O=C(Nc1cccc(Cl)c1)c1ccc(NCC2CCCO2)c([N+](=O)[O-])c1 (stereo unspecified)
    5.6	-8.0	2.0	-2.9	-2.5	3.9	27.4	12.4	19.6
39	CCCCOc1ccc(Cl)cc1CSc1nnc(C)n1N
    1.3	3.2	19.9	-0.6	-0.5	-0.3	-4.4	4.2	5.1
40	C=CCn1c(SCC(=O)Nc2cc(OC)c(NC(=O)c3ccco3)cc2OC)nnc1-c1ccncc1
    -1.0	5.0	-13.1	6.7	-0.9	0.5	14.2	-2.4	-1.7
41	CCN(CC)CCC(c1ccc2c(c1)OCO2)c1c(OC)cc(OC)c2c(-c3ccccc3)cc(=O)oc12 (stereo unspecified)
    4.4	-4.3	76.1*	-1.0	9.3	11.4	15.2	17.6	6.3
42	Cc1ccc(NC(=O)c2ccc3c(c2)C(=O)N(c2cc(C)ccc2C)C3=O)nc1
    6.6	14.6	43.1	29.6	11.1	-3.7	2.2	3.4	1.9
43	Cc1cccc(Nc2nc(-c3ccc(O)c(O)c3)cs2)n1
    100.1*	12.0	-124.0	4.9	2.8	16.5	-11.4	-6.6	-3.7
44	c1ccc(Cn2c(CNc3nc4ccccc4n3CCN3CCOCC3)nc3ccccc32)cc1
    0.6	-6.6	36.3	15.2	-4.7	2.9	-8.1	10.9	13.1
45	CC(OC(=O)Cn1cnc2c1c(=O)n(C)c(=O)n2C)C(=O)NC1CCCCC1C (stereo unspecified)
    1.1	13.9	4.0	-2.6	-1.7	0.5	12.3	3.1	11.5
46	Clc1ccccc1CSc1ncccn1
    0.8	-9.7	4.1	-4.5	1.3	2.7	11.9	7.6	4.3
47	COC(=O)c1ccc(C(=O)Nc2ccc3nc(-c4cccnc4)[nH]c3c2)cc1
    -0.6	-4.8	11.5	12.3	-2.0	0.0	-11.9	-5.2	-3.0
48	COc1cccc(OC)c1C(=O)NC(=S)Nc1ccc2c(c1)C(=O)N(C)C2=O
    0.3	35.0	30.3	-3.2	-2.1	3.5	9.2	15.0	9.1
49	CCn1nnc(NC(=O)c2ccc(Br)o2)n1
    0.7	-9.1	-3.8	0.5	-0.1	4.1	10.9	8.1	-10.4
50	CC(C)n1cc(/C=N/Nc2ccc(Cl)c(C(=O)O)c2)c2ccccc21
    5.2	0.8	-35.9	0.4	4.4	1.7	0.6	.	-5.9
51	CCN(CC)C(CNC(=O)c1cc(=O)[nH]c2ccccc12)c1ccccc1Cl (stereo unspecified)
    0.6	4.0	5.1	-2.1	-1.6	-0.5	9.5	9.4	14.8
52	Cc1sc(NC(=O)c2cccnc2)nc1-c1ccccc1
    2.8	7.2	17.2	-10.9	-3.0	-1.9	16.4	2.4	-10.2
53	COc1cc(/C=C(\C#N)C(=O)N2CCc3ccccc32)ccc1O
    -0.8	55.3*	18.1	4.9	-4.5	-1.5	32.9	29.1	12.9
54	c1ccc(-c2cnc(-c3ccccc3)nc2)cc1
    -2.7	5.4	-61.5	-5.0	-3.9	-4.6	5.7	-2.6	1.3
55	CC(=O)Oc1ccc2nc(/C=C/c3ccccc3)oc(=O)c2c1
    3.9	24.5	11.8	8.4	0.8	4.7	2.7	-3.1	-13.6
56	CC(=O)c1ccc(NC(=O)CN2C(=O)NC3(CCCc4ccccc43)C2=O)cc1 (stereo unspecified)
    4.3	9.5	5.7	1.1	-2.8	-0.4	-0.1	-5.7	1.8
57	N#Cc1cc(C(=O)Cc2ccccc2)c[nH]1
    1.0	1.4	18.4	3.4	-3.2	-1.6	16.0	3.5	3.5
58	O=C(Nc1scc(-c2cccs2)c1C(=O)O)c1cccs1
    0.6	3.7	-12.2	-3.7	1.4	-4.2	5.3	-34.6	3.2

Molecules from the list above with a COOH group:
The line under a structure holds: UPR CHOP act	tim23-1 inh	Mdm2-MdmX inh	EBI2 block	APJ agonist	UPR XBP1 act	APJ antagonist	CCR6 antag	CXCR6 block
50	CC(C)n1cc(/C=N/Nc2ccc(Cl)c(C(=O)O)c2)c2ccccc21
    5.2	0.8	-35.9	0.4	4.4	1.7	0.6	.	-5.9
58	O=C(Nc1scc(-c2cccs2)c1C(=O)O)c1cccs1
    0.6	3.7	-12.2	-3.7	1.4	-4.2	5.3	-34.6	3.2
